Giardia killer = kills Giardia lamblia. Giardia lamblia trophozoite viability. activity change, % at 7.66 µM, hits read low. hit rate 0.15% among 340,000. AID 540267; in the data active = activity change below about -80%; inconclusive = between about -30% and that limit;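 note: parasites exposed to compound for two days anaerobically before the ATP read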
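Compounds were tested on trophozoites seeded at 100 cells/well and held 48 hrs at 37 deg C anaerobically. An ATP-based luminescent kit measured the remaining live cells.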
PKM2 act = PKM2 (human) enzyme activation; Potency, µM (titrated, usually from 57.5 µM), for inactives: at the top dose activation, usual class: activators; hit rate 0.34% among 260,000; purified PKM2, Kinase-Glo ATP luminescence, activation; response scale: 0% is enzyme alone, no compound; P14618; AID 1631; note: potency is the fitted concentration of half-maximal effect; nearly all actives have a fitted effect of over 55% in size
Target sequence (P14618 whole entry, looked up): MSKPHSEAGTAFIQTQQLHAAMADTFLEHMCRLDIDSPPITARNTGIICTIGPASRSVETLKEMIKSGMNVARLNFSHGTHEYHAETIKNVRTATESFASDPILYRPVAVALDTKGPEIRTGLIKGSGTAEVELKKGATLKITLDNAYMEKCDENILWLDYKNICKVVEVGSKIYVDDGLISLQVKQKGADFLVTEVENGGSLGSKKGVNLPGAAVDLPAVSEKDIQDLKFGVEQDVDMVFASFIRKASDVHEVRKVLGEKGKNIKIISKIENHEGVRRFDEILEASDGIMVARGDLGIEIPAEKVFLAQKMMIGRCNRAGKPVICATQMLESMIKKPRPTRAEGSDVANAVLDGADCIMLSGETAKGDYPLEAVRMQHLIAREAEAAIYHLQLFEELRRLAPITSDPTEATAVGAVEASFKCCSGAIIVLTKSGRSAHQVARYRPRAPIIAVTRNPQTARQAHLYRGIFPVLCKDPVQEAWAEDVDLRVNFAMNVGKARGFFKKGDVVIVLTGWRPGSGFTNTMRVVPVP
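hPK-M2, >95% pure; 0.1 mM ADP / 0.5 mM PEP final; imidazole pH7.2 buffer w/ 7 mM MgCl2, 50 mM KCl; 1 h RT; Kinase-Glo lum. Intermediate enzyme activity for dual inhibitor/activator qHTS.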
Coupling enz = inhibits coupling enzyme system, counter-screen for aldolase hits; hit rate 0.67% among 290,000; activity change, negative = inhibition, % at 58.2 µM, hits read low; coupling enzyme system counterscreen, AmpLite Red fluorescence; AID 2472; in the data active = activity change below about -30%
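First, compound is pin-transferred into glyceraldehyde-3-phosphate coupling-enzyme reagent at 57.5 uM final and held 10 min at RT. Next, substrate, coupling system and AmpLite Red are added. After 20 min RT, fluorescence (525/598 nm) is read.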
B2AR arrestin = beta2AR (human) beta-arrestin recruitment activity; P07550; beta-arrestin recruitment to beta2AR, cell-based reporter; Potency, µM (doses to about 46.1 µM), without a hit: at the highest dose activation, hits mostly activators; hit rate 0.02% among 330,000; AID 492947;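 note: potency is the fitted concentration of half-maximal effect; 0% = DMSO controls and full agonism = EC100 isoproterenol or metaproterenol; nearly all actives have a fitted effect of over 65% in size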
Target sequence (P07550 whole entry, looked up): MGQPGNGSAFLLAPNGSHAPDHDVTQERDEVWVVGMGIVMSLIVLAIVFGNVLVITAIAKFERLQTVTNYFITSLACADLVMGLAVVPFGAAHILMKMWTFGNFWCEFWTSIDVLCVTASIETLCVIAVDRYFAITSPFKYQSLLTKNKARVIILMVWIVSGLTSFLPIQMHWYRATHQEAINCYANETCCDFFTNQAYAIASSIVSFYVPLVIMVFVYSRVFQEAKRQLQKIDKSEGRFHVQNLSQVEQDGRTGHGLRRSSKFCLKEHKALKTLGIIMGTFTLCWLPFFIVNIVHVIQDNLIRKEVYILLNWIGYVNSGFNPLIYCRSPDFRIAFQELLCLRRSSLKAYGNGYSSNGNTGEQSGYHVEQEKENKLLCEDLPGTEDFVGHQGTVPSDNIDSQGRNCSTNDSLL
hERG WT inh = inhibitors of human wildtype KCNH2 potassium channel; Q12809; U2OS, BacMam KCNH2, thallium flux FluxOr; active compounds read low; activity change, % at 1.84 µM; hit rate 0.37% among 340,000;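 active = maximum activity change below -70%; inconclusive = maximum activity change between -70% and -50%; inactive = maximum activity change above -50%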
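U2OS cells were transduced with wild-type KCNH2 virus (2.03 x 10^8 / mL) for 4 h at room temperature, then cultured overnight at 37 C. Thallium flux was read with FluxOr dye. Rate constants were normalized to DMSO controls.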
uPA surface inh = blocks generation of uPA at the cell surface | cell surface uPA generation assay, qHTS | Potency, µM (doses to about 38.3 µM), for inactives: at the highest dose activity change, negative = inhibition, usual class: inhibitors | hit rate 0.31% among 330,000; active = well fitted inhibition curve with a large enough effect; inconclusive = small, poorly fitted or top-dose-only effect; inactive = no such curve, though single readings can be large or run the other way; tested in mouse RAW 264.7 cells; note: potency is the fitted concentration of half-maximal effect; nearly all actives have a fitted effect of over 55% in size
KCNH2 3.1 block = KCNH2 3.1 (human) potassium channel inhibition | activity change, % (tested at about 1.8 µM) | AID 720553 | hit rate 0.95% among 340,000 | U2OS KCNH2 3.1, thallium flux FluxOr; active compounds read low;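 active = maximum activity change below -70%; inconclusive = maximum activity change from -70% to -50%; inactive = maximum activity change above -50%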;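 note: thallium influx rate constant from kinetic fluorescence after stimulation buffer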
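Thallium flux read-out: FluxOr dye with Red40 quencher in HBSS/HEPES, 45 min at RT. Rate constants from kinetic reads were normalized to positive and negative DMSO controls. Cells: U2OS virally expressing the 3.1 isoform.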
GALK inhibitor = blocks human galactokinase activity | Purified GALK, Kinase-Glo residual ATP luminescence | Potency, µM (top dose mostly 57.5 µM), for the others: top-dose activity change, negative = inhibition, usual class: inhibitors | hit rate 0.007% among 270,000 | AID 1868; note: potency is the fitted concentration of half-maximal effect
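The enzyme phosphorylates galactose (100 uM) using ATP (35 uM); inhibition is detected as higher residual ATP, quantified by bioluminescence after 1 h reaction at room temperature, pH 8.0.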
Eya2 phos inh = blocks the phosphatase activity of human Eya2; AID 488837; Potency, µM (doses to about 76.9 µM), for the others: at the highest dose activity, negative = inhibition, hits mostly inhibitors; hit rate 0.006% among 330,000; O00167; recombinant Eya2, OMFP fluorescence dephosphorylation (OMFP is methylfluorescein phosphate); note: potency is the fitted concentration of half-maximal effect
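Eya2 (0.2 uM) preincubated 10 min at ambient with compound, then OMFP substrate added at 50 uM; 10 min reaction in 50 mM HEPES pH 7.5, 50 mM NaCl, 5 uM MgCl2, 0.05% BSA, 1 mM DTT. Fluorescence read at Ex 485/Em 525 nm.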
Chronic BCR inh = blocks chronic active B-cell receptor signaling; ABC-DLBCL IkBa-CBG/CBR reporter, luminescence ratio, 4 h; Potency, µM (top dose mostly 46.1 µM), inactives show at the top dose ratio change, negative = lower green/red ratio, actives largely listed as inhibitors; hit rate 0.05% among 340,000; AID 493014; active = well fitted inhibition curve with a large enough effect in the signal ratio, with a control signal flat, not every such curve was filed as active; inconclusive = small, poorly fitted or top-dose-only effect, or effect the other way, or a change in a side signal; the % refers to the signal ratio;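 note: potency is the fitted concentration of half-maximal effect; plate controls were basal doxycycline-induced cells for no effect and cells given 10 µM MG132 for full effect; MG132 reads +100%, hits lower the ratio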
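Doxycycline induced both beetle luciferases in TMD8 lymphoma cells; IKK-driven degradation limits the IkappaBalpha-fused green signal, while red luminescence normalises for cell number and nonspecific effects. Compounds tested up to 46 uM, 4 hrs.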
USP2a inh = inhibitors of human ubiquitin-specific protease USP2a. USP2 core, Ub-CHOP2 coupled fluorogenic reporter, 485/531. Potency, µM (top dose mostly 38.3 µM), without a hit: at the highest dose activity change, negative = inhibition, usual class: inhibitors. AID 463254. hit rate 0.01% among 330,000. O75604;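 note: potency is the fitted concentration of half-maximal effect; plate controls were DMSO wells for no effect and full inhibition by NEM control for full effect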
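Cell-free coupled assay: 10nM USP2 core preincubated 30min RT with compound in Tris-HCl pH 8.0/CaCl2/CHAPS buffer, then 25nM Ub-CHOP2 and 25nM reporter substrate; fluorescence (Ex 485/Em 531) read after 60min RT, normalized to NEM inhibition, concentration-response curves fitted.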
* = called active by the depositor. Unless noted, calls come from the whole dose curve; as a rule, active = well fitted curve in the direction sought with a large enough effect; inconclusive = small, poorly fitted or top-dose-only effect, or another doubt; inactive = no such curve, though single readings can be large; an effect the other way counts as inactive or inconclusive. Unless noted, % is set by controls: 0 for no effect and ±100 for the full control effect. Compounds as they come; overall some 2.4% were active at least once.

Screening CCOC(=O)N1CCc2[nH]c3ccc(C)cc3c2C1 returned Giardia killer 3, PKM2 act 5%, Coupling enz 1, B2AR arrestin 4.9%, hERG WT inh 3, uPA surface inh -4%, KCNH2 3.1 block -9, GALK inhibitor -1%, Eya2 phos inh -26%, Chronic BCR inh inconclusive and USP2a inh 15%.
Cc1ccc(C(=O)NNC(=O)Cc2cccs2)cc1 was read as Giardia killer 3, PKM2 act -20%, Coupling enz 1, B2AR arrestin -0.4%, hERG WT inh -6, uPA surface inh 1%, KCNH2 3.1 block -5, GALK inhibitor 0%, Eya2 phos inh 5%, Chronic BCR inh 0% and USP2a inh 4%.
`CC(C)(C)SC(=O)C[C@@H]1NS(=O)(=O)OC2CCCCC21` (some centres not stated) gave Giardia killer 12, PKM2 act 0%, Coupling enz 4, B2AR arrestin -0.6%, hERG WT inh -4, uPA surface inh 7%, KCNH2 3.1 block 2, Eya2 phos inh -6%, Chronic BCR inh 2% and USP2a inh 3%.
Screening O=C(NCC1CCCO1)C(=O)NCC1CCCN1S(=O)(=O)c1ccccc1 (configuration not stated) returned Giardia killer -18, B2AR arrestin -0.1%, hERG WT inh -2, uPA surface inh -12%, KCNH2 3.1 block -8, Eya2 phos inh 13%, Chronic BCR inh -3% and USP2a inh 0%.
Cc1ccc(N2CC(C(=O)N/N=C/c3cccc([N+](=O)[O-])c3)CC2=O)cc1 (configuration not stated) was read as Giardia killer -1, PKM2 act 8%, Coupling enz -3, B2AR arrestin 0.1%, hERG WT inh -1, uPA surface inh -3%, KCNH2 3.1 block 3, GALK inhibitor 0%, Eya2 phos inh -21%, Chronic BCR inh -1% and USP2a inh 0%.
For C/C(=N/NC(=O)CNC(=O)c1ccccc1F)c1ccc2c(c1)CCCC2 the results were Giardia killer -12, PKM2 act 0%, Coupling enz 4, B2AR arrestin 0.0%, hERG WT inh 6, uPA surface inh 2%, KCNH2 3.1 block 8, GALK inhibitor 9%, Eya2 phos inh 17%, Chronic BCR inh -2% and USP2a inh 2%.
`COc1ccc(Cl)cc1NC(=O)COC(=O)/C=C/c1c(C)nn(C2CCS(=O)(=O)C2)c1Cl` (configuration not stated) gave Giardia killer 3, PKM2 act -5%, Coupling enz 0, B2AR arrestin -0.1%, hERG WT inh -17, uPA surface inh -1%, KCNH2 3.1 block -10, GALK inhibitor 3%, Eya2 phos inh 2%, Chronic BCR inh inconclusive and USP2a inh 1%.
Screening CCN(CC)C(=O)c1cccc(NC(=O)c2ccc3c(=O)n4c(nc3c2)CCC4)c1 returned Giardia killer 25, B2AR arrestin 0.3%, hERG WT inh -1, uPA surface inh 2%, KCNH2 3.1 block 8, Eya2 phos inh 13%, Chronic BCR inh 0% and USP2a inh 0%.
`Cc1ccc(C(C)NC(=O)Cn2nc(C)c([N+](=O)[O-])c2C)cc1` (configuration not stated) gave Giardia killer -10, PKM2 act 0%, Coupling enz -1, B2AR arrestin -0.8%, hERG WT inh -5, uPA surface inh -3%, KCNH2 3.1 block 2, Eya2 phos inh 1%, Chronic BCR inh 0% and USP2a inh 2%.
COc1ccccc1C(C)NS(=O)(=O)c1ccc(Cl)nc1 (configuration not stated) was read as Giardia killer -1, B2AR arrestin 0.1%, hERG WT inh 7, uPA surface inh -4%, KCNH2 3.1 block 11, Eya2 phos inh -14%, Chronic BCR inh 3% and USP2a inh 1%.
CCN(CC)Cc1c(-c2ccccc2)[nH]c2ccc(C)cc2c1=O was read as Giardia killer -22, PKM2 act 0%, Coupling enz 3, B2AR arrestin 0.1%, hERG WT inh 14, KCNH2 3.1 block -7, GALK inhibitor 2%, Eya2 phos inh 9%, Chronic BCR inh -16% and USP2a inh 2%.
For COC(=O)N1C(=O)[C@](c2ccc(Cl)cc2)(C(C)C)N1C(=O)OC the results were Giardia killer -8, PKM2 act 5%, Coupling enz 1, B2AR arrestin 3.4%, hERG WT inh 1, uPA surface inh inconclusive, KCNH2 3.1 block -4, Eya2 phos inh -16%, Chronic BCR inh inconclusive and USP2a inh 2%.
O=C(CSc1nnc(Cc2cccs2)n1-c1ccccc1)NCc1ccc2c(c1)OCO2 was read as Giardia killer -21, PKM2 act 18%, Coupling enz 1, B2AR arrestin -0.3%, hERG WT inh 1, uPA surface inh 2%, KCNH2 3.1 block -5, GALK inhibitor 0%, Eya2 phos inh 8%, Chronic BCR inh 3% and USP2a inh -1%.
CCOc1ccc2oc(C(=O)OCC(=O)NC3CC3)c(C)c2c1 was read as Giardia killer -8, PKM2 act 1%, Coupling enz 2, B2AR arrestin 0.2%, hERG WT inh 1, uPA surface inh 9%, KCNH2 3.1 block 41, GALK inhibitor 10%, Eya2 phos inh -16%, Chronic BCR inh 4% and USP2a inh 2%.
`Cc1ccc(CCNC(=O)C2CCN(S(=O)(=O)c3ccc4nc5c(c(C(=O)O)c4c3)CCCC5)CC2)cc1` gave Giardia killer -25, Coupling enz 9, B2AR arrestin -0.2%, hERG WT inh -9, uPA surface inh 1%, KCNH2 3.1 block -3, GALK inhibitor -3%, Eya2 phos inh -3%, Chronic BCR inh -11% and USP2a inh 0%.
Screening COc1cc2c(cc1O)[C@H](Cc1ccc(Oc3cc(C[C@@H]4NCCc5cc(OC)c(O)cc54)ccc3O)cc1)NCC2 returned PKM2 act inconclusive, Coupling enz -14, B2AR arrestin 0.1%, Eya2 phos inh 4%, Chronic BCR inh -8% and USP2a inh -1%.
For Cc1nc(NCCc2ccc(F)cc2)c2nnn(Cc3ccccc3)c2n1 the results were Giardia killer -8, PKM2 act 2%, Coupling enz 0, B2AR arrestin -0.8%, hERG WT inh 1, uPA surface inh 0%, KCNH2 3.1 block -4, GALK inhibitor 2%, Eya2 phos inh 3%, Chronic BCR inh inconclusive and USP2a inh -1%.
CCOC(=O)c1cc2c(=O)n3ccccc3nc2n(CCOC)c1=NC(=O)c1ccncc1 was read as Giardia killer 9, PKM2 act -3%, Coupling enz 0, B2AR arrestin -0.3%, hERG WT inh -2, uPA surface inh -2%, KCNH2 3.1 block 12, GALK inhibitor -1%, Eya2 phos inh 2%, Chronic BCR inh 1% and USP2a inh -5%.
For COc1ccc(C2(C(=O)Nc3cc(C)on3)CCOCC2)cc1 the results were Giardia killer -2, PKM2 act -5%, Coupling enz 2, B2AR arrestin -0.8%, hERG WT inh 0, uPA surface inh -3%, KCNH2 3.1 block -3, GALK inhibitor -5%, Eya2 phos inh -4%, Chronic BCR inh 4% and USP2a inh -5%.
For COC(=O)c1cc(C(=O)OCC(=O)Nc2ccc(N3CCOCC3)cc2)cc([N+](=O)[O-])c1 the results were Giardia killer -12, B2AR arrestin -0.1%, hERG WT inh 7, uPA surface inh 1%, KCNH2 3.1 block -12, Eya2 phos inh -23%, Chronic BCR inh 4% and USP2a inh 4%.
`N#Cc1ccc(OCc2nnc(SCC(=O)N3CCCc4ccccc43)n2-c2ccccc2)cc1` gave Giardia killer -10, PKM2 act 2%, Coupling enz 0, B2AR arrestin -0.2%, hERG WT inh -13, uPA surface inh 2%, KCNH2 3.1 block -14, GALK inhibitor 3%, Eya2 phos inh -1%, Chronic BCR inh 2% and USP2a inh 4%.
For CC(=O)c1c(C)n(C)c2ccc(OC(=O)c3ccc([N+](=O)[O-])cc3)cc12 the results were Giardia killer 6, PKM2 act 2%, Coupling enz -1, B2AR arrestin -0.2%, hERG WT inh 12, uPA surface inh 5%, KCNH2 3.1 block 27, GALK inhibitor 0%, Eya2 phos inh -4%, Chronic BCR inh 0% and USP2a inh 3%.
O=C(O)CCC(=O)N1N=C(c2ccc(Br)cc2)CC1c1ccc(Br)cc1 (configuration not stated) was read as Giardia killer 14, PKM2 act -2%, Coupling enz 6, B2AR arrestin 0.2%, hERG WT inh -3, uPA surface inh -3%, KCNH2 3.1 block -11, GALK inhibitor -17%, Eya2 phos inh -14%, Chronic BCR inh 4% and USP2a inh 1%.
Screening O=C(Nc1ccc(S(=O)(=O)NCc2ccco2)cc1)c1ccc2ccccc2n1 returned Giardia killer -6, PKM2 act -5%, Coupling enz 1, B2AR arrestin 0.2%, hERG WT inh 18, uPA surface inh -5%, KCNH2 3.1 block -45, GALK inhibitor 0%, Eya2 phos inh 17%, Chronic BCR inh -2% and USP2a inh 4%.
`O=C(/C=C/c1cccc(F)c1)OCC(=O)N1CCCC1` gave Giardia killer 8, B2AR arrestin -0.3%, hERG WT inh 2, uPA surface inh -7%, KCNH2 3.1 block 2, Eya2 phos inh 4%, Chronic BCR inh 0% and USP2a inh 5%.
COn1c(-c2ccccc2)nc2ccc(Cl)cc21 was read as Giardia killer -3, PKM2 act -4%, Coupling enz -2, B2AR arrestin -0.1%, hERG WT inh -6, KCNH2 3.1 block -94*, GALK inhibitor -1%, Eya2 phos inh 10%, Chronic BCR inh -1% and USP2a inh 1%.
